Screens from PubChem.
MIN6 prolif = induces beta-cell replication in MIN6 cells; MIN6 cells proliferation, ATPlite luminescence, 48 h; cells starved in 0.2% serum; 100% = growth in 10% serum; proliferation, % at 10 µM; hit rate 0.29% among 330,000;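 active = compounds whose signal lies at least 3.5 SD above the mean of all wells on their plate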;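 also: 0% = DMSO-treated cells in low-serum medium and 100% = 10% serum control; some compounds called inactive have numbers as strong as hits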
hIAP activ = increases human intestinal alkaline phosphatase activity | P09923 | purified human IAP, CDP-Star luminescence, 30 min; hits give high values; 1 = vehicle-only enzyme, 0 = enzyme-free background | activation factor at 10 µM | hit rate 0.16% among 330,000 | AID 2524;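 active = activation factor of the enzyme at least 2-fold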; also: the source names both 10 and 20 µM as test concentration; values of inactives mirror those of a sister screen read the other way
mIAP activ = increases mouse intestinal alkaline phosphatase activity; muIAP, CDP-Star luminescence, 30 min; hits give high values; 1 = vehicle-only enzyme signal, 0 = enzyme-free wells; AID 2805; hit rate 0.24% among 330,000; activation factor at 10 µM;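 active = activation factor of at least 2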; also: the source names both 10 and 20 µM as test concentration; values of inactives mirror those of a sister screen read the other way
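Assay system: mouse IAP enzyme; reagent: chemiluminescent substrate CDP-Star; dosing: test compounds delivered from DMSO solution; schedule: 30 min at room temperature; measured by: luminescence from enzymatic CDP-Star hydrolysis; controls: DMSO-only wells and no-enzyme negative control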
hIAP inh = human IAP inhibition | inhibition, % at 10 µM | P09923 | purified IAP, CDP-Star luminescence, 30 min | hit rate 0.12% among 330,000;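 active = inhibition reaching a set limit with compound at 10 µM in the primary screen, cut at about 35% in these data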;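 also: plate controls were DMSO wells with enzyme for no effect and no-enzyme buffer wells for full effect; values of inactives mirror those of a sister screen read the other way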
mIAP inh = blocks mouse intestinal alkaline phosphatase; purified mouse IAP, CDP-Star luminescence, 30 min; hit rate 0.2% among 330,000; inhibition, % at 10 µM;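 active = inhibition of at least 40% at 10 µM in the primary screen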;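 also: plate controls were DMSO with enzyme for no effect and no enzyme wells for full effect; values of inactives mirror those of a sister screen read the other way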
MPTP block = inhibitors of mitochondrial permeability transition pore. isolated mouse mitochondria, Ca2+ swelling absorbance, 30 min. inhibition, % at 10 µM. hit rate 1.4% among 360,000. AID 602449;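 active = inhibition of 50% or more, scaled per plate between neutral and stimulator controls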;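 also: 0% = DMSO wells given calcium and 100% = 1 mM EGTA wells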
ATG4B inhibitor = ATG4B (human) cysteine protease inhibition. Q9Y4P1. AID 504462. ATG4B cleavage of LC3-PLA2, NBD-HPC fluorescence, 1 h. hit rate 0.51% among 340,000. inhibition, % at 8.33 µM; in the data active = inhibition above about 40%
Target sequence (Q9Y4P1 whole entry, looked up): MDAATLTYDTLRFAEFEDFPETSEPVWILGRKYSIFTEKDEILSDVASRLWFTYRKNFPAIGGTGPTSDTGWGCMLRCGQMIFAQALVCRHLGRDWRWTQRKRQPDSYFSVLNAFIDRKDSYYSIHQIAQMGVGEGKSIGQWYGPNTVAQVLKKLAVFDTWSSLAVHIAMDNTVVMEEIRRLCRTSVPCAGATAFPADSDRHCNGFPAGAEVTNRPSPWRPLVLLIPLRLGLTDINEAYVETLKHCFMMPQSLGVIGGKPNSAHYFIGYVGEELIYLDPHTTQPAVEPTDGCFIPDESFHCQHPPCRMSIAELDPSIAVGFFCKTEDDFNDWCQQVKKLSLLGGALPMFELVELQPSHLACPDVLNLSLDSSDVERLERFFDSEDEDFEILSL
APOBEC3A inh = human APOBEC3A DNA deaminase inhibition; recombinant A3A, FAM/TAMRA ssDNA deamination fluorescence; P31941; hit rate 0.41% among 330,000; inhibition, % at 20 µM;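 active = at least 40% inhibition at 20 µM here, with at most 30% in a related deaminase screen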;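 also: plate controls were A3A with DMSO for no effect and wells lacking A3A enzyme for full effect; some results filed as inactive read as strong as hits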
Target sequence (P31941 whole entry, looked up): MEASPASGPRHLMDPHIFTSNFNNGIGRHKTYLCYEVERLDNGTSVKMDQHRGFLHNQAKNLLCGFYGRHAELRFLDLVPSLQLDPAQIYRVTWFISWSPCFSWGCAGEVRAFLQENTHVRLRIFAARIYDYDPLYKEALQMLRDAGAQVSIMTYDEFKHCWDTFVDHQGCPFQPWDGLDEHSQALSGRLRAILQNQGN
APOBEC3G inh = APOBEC3G (human) deaminase inhibition; inhibition, % at 20 µM; Q9HC16; recombinant A3G, ssDNA deamination FAM/TAMRA fluorescence; hit rate 0.28% among 330,000; AID 493012;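 active = inhibition of at least 40% at 20 µM, with no more than 30% in the related APOBEC3A deaminase screen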;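 also: plate controls were DMSO wells with A3G for no effect and wells lacking A3G enzyme for full effect; some compounds called inactive have numbers as strong as hits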
Target sequence (Q9HC16 whole entry, looked up): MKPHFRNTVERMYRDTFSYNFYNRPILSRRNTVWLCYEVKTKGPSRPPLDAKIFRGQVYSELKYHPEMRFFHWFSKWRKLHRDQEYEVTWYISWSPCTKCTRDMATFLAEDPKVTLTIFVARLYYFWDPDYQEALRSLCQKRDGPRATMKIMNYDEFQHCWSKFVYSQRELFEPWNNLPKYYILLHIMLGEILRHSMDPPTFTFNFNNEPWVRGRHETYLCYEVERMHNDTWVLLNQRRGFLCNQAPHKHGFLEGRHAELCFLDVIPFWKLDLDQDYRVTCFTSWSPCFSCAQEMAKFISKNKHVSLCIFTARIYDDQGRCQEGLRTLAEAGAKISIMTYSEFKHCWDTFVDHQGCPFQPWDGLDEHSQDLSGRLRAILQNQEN
An asterisk follows results filed as active; . = not tested or not shown.

SMILES	MIN6 prolif	hIAP activ	mIAP activ	hIAP inh	mIAP inh	MPTP block	ATG4B inhibitor	APOBEC3A inh	APOBEC3G inh
CC(C(=O)Nc1ccc(O)c(C(=O)O)c1)N1C(=O)/C(=C/c2cccs2)SC1=S (configuration not stated)	-3	1.3	0.78	-26	22	-1.2	27	-6	-4
O=c1cc(O)nc(SCc2ccccc2)n1-c1ccc(Cl)cc1	-4	0.91	0.99	9	1	-2.5	9	-1	-3
COc1cccc(NC(=O)c2cc3ccccc3o/c2=N\O)c1	-6	0.91	0.96	10	4	-0.2	-7	-2	-1
O=C(Nc1ccc(Cl)c(S(=O)(=O)N2CCOCC2)c1)c1cccs1	0	0.99	1	1	-3	-1.4	-1	0	-4
N=C1c2ccccc2CN1NC(=O)COc1ccc(Cl)cc1	2	1	1.1	-3	-10	-2.9	-5	3	-4
CC(C)[C@H]1C(=O)Nc2ccccc2N1C(=O)N[C@@H](Cc1ccccc1)C(=O)N[C@@H](C(=O)O)c1ccccc1	-3	0.86	0.94	14	6	-0.4	-25	-1	3
CC(C)N(C)CCOC(=O)C1COc2ccccc2O1 (configuration not stated)	0	1.2	1	-18	0	-0.4	-11	1	-9
O=C(c1cccc(-n2cccc2)c1)N1CCN(S(=O)(=O)c2ccccc2)CC1	-2	0.99	1.1	0	-6	0.2	-7	97	82
CC(O)(CS(=O)(=O)Cc1ccccc1)c1ccccc1 (configuration not stated)	2	1	0.97	-4	3	-1.2	-4	2	-2
O=C(Cn1c(NCCO)nc2ccccc21)NCC(F)(F)F	-2	0.95	1	5	-3	0.6	-2	-4	-5
CC(NO)/C(=N\O)c1cccs1 (configuration not stated)	1	0.84	0.95	16	5	-0.5	-4	-4	-4
O=C(Cc1cnn(-c2ccccc2)c1)c1ccc(O)c(O)c1O	-5	1	0.87	0	13	5.2	-3	6	3
CCCCNC(=O)C(c1ccc(OCC(=O)OC)c(C(=O)OC)c1)N(CCOC)C(=O)CCCCCN1C(=O)NC(c2ccc(-c3ccccc3)cc2)C(C(=O)OCc2ccccc2)=C1C (configuration not stated)	-7	0.93	0.97	7	2	.	.	-2	-9
COC(=O)/C=c1/sc2n(c1=O)CCN=2	0	1	0.92	0	8	8.3	0	-2	-7
O=C(O)c1cc(C(=O)O)cc(N2C(=O)CSC2=S)c1	2	1.3	0.78	-26	22	-0.3	0	29	-1
COc1ccc(C2Nc3ccccc3C(=O)N2c2ccc(C)cc2)cc1COc1ccccn1 (configuration not stated)	-2	1	0.96	-3	4	-1.6	-2	-8	-11
O=C(CN1C(=O)NC2(CCCC2)C1=O)OCCOc1cccc(Cl)c1	-5	1.2	0.96	-15	4	1.3	1	-1	-6
CC1=C(C(=O)Nc2ccccc2C(=O)N2CCC(C)CC2)SCCO1	-2	0.83	0.98	17	2	-0.8	6	-4	0
COc1ccc(CNS(=O)(=O)NCc2ccc(C)cc2)cc1OC	-3	0.97	1.1	3	-12	49	-5	1	0
Cc1cc(OCCCCNC(C)C)cc(C(C)C)c1	-1	0.84	0.98	16	2	3.3	6	-6	-8

An excerpt from above in order of the mIAP inh value, descending.
SMILES	hIAP activ	mIAP activ	hIAP inh	mIAP inh	MPTP block	ATG4B inhibitor	APOBEC3A inh	APOBEC3G inh
CC(NO)/C(=N\O)c1cccs1 (configuration not stated)	0.84	0.95	16	5	-0.5	-4	-4	-4
CC(C)N(C)CCOC(=O)C1COc2ccccc2O1 (configuration not stated)	1.2	1	-18	0	-0.4	-11	1	-9
O=C(Nc1ccc(Cl)c(S(=O)(=O)N2CCOCC2)c1)c1cccs1	0.99	1	1	-3	-1.4	-1	0	-4

Remaining list, next part
SMILES	MIN6 prolif	hIAP activ	mIAP activ	hIAP inh	mIAP inh	MPTP block	ATG4B inhibitor	APOBEC3A inh	APOBEC3G inh
Cc1ccccc1NC(=O)c1ccc(CN2CCc3ccccc3C2)cc1	-3	1.1	1.1	-9	-6	0.2	10	1	0
CC(=O)NC(c1ccc2ccccc2c1)c1ccc2cccnc2c1O (configuration not stated)	-4	1.7	0.99	-73	0	-0.9	3	2	-3
COC(=O)/C(C#N)=C\c1c(OC)[nH]c2ccccc12	-2	0.92	0.87	8	13	38	-5	-5	-5
CCOc1ccc(S(=O)(=O)NCCC(=O)NCC(c2ccco2)N2CCCCC2)cc1 (configuration not stated)	-2	0.92	0.97	8	3	0.4	-9	-5	-3
O=C(NCc1ccncc1)C(=O)NCc1ccncc1	-5	1.1	1.2	-10	-17	-0.5	3	-2	-1
COc1ccccc1NC(=O)CN(c1ccccc1)S(=O)(=O)c1ccccc1	6	0.9	0.99	10	1	-0.1	6	-4	0
Cc1ccc(S(=O)(=O)N(C)C)cc1NC(=O)C(C)OC(=O)c1cc[n+]([O-])cc1 (configuration not stated)	-1	1	0.97	-4	3	1.2	2	-4	-2
Fc1ccc(-c2cnc[nH]2)cc1	0	1.1	1.1	-11	-8	-1.4	0	-2	-2
COc1ccc(CCNc2c([N+](=O)[O-])c(=O)oc3ccccc23)cc1OC	0	0.99	0.96	1	4	3.3	-2	1	3
CC1(NC(=S)Nc2ccc(NC(=S)NC3(C)CCS(=O)(=O)C3)cc2)CCS(=O)(=O)C1 (configuration not stated)	1	1	0.96	-4	4	2.6	-1	5	-3
Cc1cc(C(=O)CSc2n[nH]c(N)n2)c(C)n1-c1cccc(F)c1	-3	1.5	0.96	-45	4	1.3	-14	-6	-4
COc1ccc(-c2ncccc2O)cc1	5	0.96	1	4	-1	-0.3	2	-1	-2
Cc1cc(OCC(=O)N2CCC(C(=O)O)CC2)c2c(C)cc(=O)oc2c1	3	0.83	0.94	17	6	0.5	-15	-6	-9
Cc1cc(C)nc(/N=C2\NC(=O)CC(C(=O)O)N2c2ccc(Cl)cc2)n1 (configuration not stated)	0	0.97	1.1	3	-9	-0.6	-8	4	2
O=C1CCCC(O)=C1N=Nc1cccc(C(=O)O)c1	1	1	0.92	-2	8	-3.1	3	68	30
Cc1ccc(C(=O)NCCn2ccc3ccccc32)cc1[N+](=O)[O-]	-3	0.98	0.96	2	4	0.6	4	-2	-6
CCCCNS(=O)(=O)CCNCc1ccccc1OC	.	.	1	.	-3	0.4	.	5	6
Cc1cccc(C(=O)OCc2cc(=O)oc3c(C)c(C)ccc23)c1O	-2	0.93	0.96	8	4	0.0	5	-4	-7
COc1ccc(N2CCOCC2)c(NC(=O)COc2cccc(C)c2)c1	-3	1	0.91	-2	9	0.0	7	0	-1
COc1ccc(OC)c(N(CC(=O)Nc2ccccc2C(=O)NCc2ccco2)S(C)(=O)=O)c1	-1	0.95	0.96	5	4	-2.2	-9	5	-10
COc1cc(/C=N/NC(=O)CC#N)cc(Br)c1O	-1	0.79	0.86	22	14	0.2	-12	0	-3
O=S(=O)(c1ccccc1)c1nc(-c2cccs2)oc1NCCCn1ccnc1	-2	1	0.89	-3	11	3.7	2	2	-3
CCOC(=O)c1c(NC(=O)C2CCCO2)sc(C(=O)OC(C)(C)C)c1C (configuration not stated)	-2	0.94	0.84	6	16	-0.4	-4	4	47*
CC(C)Oc1nc(-c2ccccc2O)nc2ccccc12	-6	1.1	0.96	-9	4	7.4	-1	-4	-4
COc1ccc2cc3c(N)nn(C(=O)c4ccc(F)cc4)c3nc2c1	4	0.91	0.96	9	4	0.4	-5	5	-2
FC(F)Oc1ccc(/C=N/c2c(-c3ccc(OC(F)F)cc3)nc3n2CCS3)cc1	-3	1	0.99	-4	1	2.0	-16	-3	-1
O=C(c1cccc([N+](=O)[O-])c1)N1CC2C3C=CC(C3)C2C1 (configuration not stated)	4	0.99	0.89	1	11	-1.5	8	-3	-9
COc1ccc(NC2=CC(c3cccc(OC)c3)N(c3ccc(OC)cc3)C2=O)cc1 (configuration not stated)	-3	0.9	1	10	-1	0.7	-12	-5	-11
Cc1nc2sccc2c(=O)n1-c1cccc(Cl)c1	2	1	0.91	-3	9	-0.4	-10	-2	-2
CC(C)NC(=O)COC(=O)c1ccc(S(=O)(=O)N2CCCC2)cc1	-2	0.86	1	14	-4	0.7	-7	7	-3
O=S(=O)(Nc1cccc(-n2cnnn2)c1)c1cc(Cl)ccc1Cl	-3	0.72	0.97	28	3	0.2	-4	1	4
Cc1ccccc1-n1c(=O)cc(NCc2ccc3c(c2)OCO3)[nH]c1=O	-3	0.99	1	0	0	-0.4	8	-5	-6
COc1ccc(OC)c(NC(=O)COC(=O)/C=C/c2c(C)nn(C3CCS(=O)(=O)C3)c2Cl)c1 (configuration not stated)	1	1.2	1	-20	-1	-1.8	-9	-4	-8
COc1ccc(/C=C/C(=O)c2cc3c(cc2N)OCO3)cc1	-4	0.89	0.91	11	9	0.9	-5	2	1
C[C@H]1[C@H](C)CC[C@]2(C)CC[C@]3(C)C(=CC(=O)C4[C@@]5(C)CC[C@H](O)C(C)(C)C5CC[C@]43C)[C@H]12 (some centres not stated)	-7	0.87	0.98	13	2	0.3	-4	0	-10
CCN(C(=O)CSc1nc(-c2cccs2)nc2ccccc12)C1CCS(=O)(=O)C1 (configuration not stated)	2	0.94	0.9	6	10	-0.3	-8	0	-8
CC(=O)c1c(C)nn(C(=O)N2CCOCC2)c1C	-1	1.1	1	-11	-2	-0.1	0	-1	-5
O=c1/c(=C/c2ccccn2)sc2n1CN(c1ccccc1)CN=2	-2	0.99	0.91	0	9	3.1	5	-5	-6
CN(CC(=O)NCC1COc2ccccc2O1)S(=O)(=O)c1ccc(Cl)cc1 (configuration not stated)	-3	1.1	1	-8	-2	2.3	-5	3	-2
Cc1ccc(C)c(Cn2nnc3c(=O)[nH]c(C4CCCN(S(=O)(=O)Cc5ccccc5)C4)nc32)c1 (configuration not stated)	0	0.92	0.94	8	6	1.8	-1	-2	-2

Pulled one by one from above:
SMILES	MIN6 prolif	hIAP activ	mIAP activ	hIAP inh	mIAP inh	MPTP block	ATG4B inhibitor	APOBEC3A inh	APOBEC3G inh
CC(C)Oc1nc(-c2ccccc2O)nc2ccccc12	-6	1.1	0.96	-9	4	7.4	-1	-4	-4
CC(C)NC(=O)COC(=O)c1ccc(S(=O)(=O)N2CCCC2)cc1	-2	0.86	1	14	-4	0.7	-7	7	-3
COc1ccc(/C=C/C(=O)c2cc3c(cc2N)OCO3)cc1	-4	0.89	0.91	11	9	0.9	-5	2	1
Cc1nc2sccc2c(=O)n1-c1cccc(Cl)c1	2	1	0.91	-3	9	-0.4	-10	-2	-2

Further records:
SMILES	MIN6 prolif	hIAP activ	mIAP activ	hIAP inh	mIAP inh	MPTP block	ATG4B inhibitor	APOBEC3A inh	APOBEC3G inh
O=C1COC(c2ccccc2)C2CCCCN12 (configuration not stated)	-2	1.1	0.98	-8	2	2.5	-3	5	2
CCOc1cc(C(=O)N2CCN(c3ccccn3)CC2)cc(OCC)c1OCC	-1	1.1	0.98	-11	2	0.0	-1	-6	-5
CCn1c(SC(C)C)nnc1C1CCN(S(=O)(=O)c2ccc(OC)cc2)CC1	-1	0.9	1	10	-3	1.6	-17	-4	-7
O=C(Nc1cccc(C(F)(F)F)c1)c1cc2ncc(Br)cn2n1	-1	1.2	0.91	-19	10	0.6	9	18	2
CC1=NNC(=O)C1CCC(=O)N/N=C/c1ccc(C)cc1 (configuration not stated)	-5	1.1	0.96	-9	4	.	-1	3	-3
O=C([C@H](Cc1ccccc1)N1C(=O)c2ccccc2C1=O)N1CCOCC1	2	0.95	1.1	5	-5	0.2	-1	2	11
COCc1c(C(=O)N2CCN(Cc3ccc4c(c3)OCO4)CC2)oc2ccccc12	-2	0.93	0.93	7	7	0.6	-2	-6	-5
O=C1C2C3c4ccccc4C(c4ccccc43)[C@@H]2C(=O)N1c1nc(-c2ccccc2)cs1 (some centres not stated)	-2	0.94	0.92	6	8	1.8	6	-7	-10
